CDK5 inh: inhibitors of human CDK5/p35 kinase, primary screen, biochemical, single concentration. Cyclin-dependent kinase 5 (Homo sapiens) + Cyclin-dependent kinase 5 activator 1 (Homo …. Recombinant CDK5/p35, ADP-Glo luminescence, 60 min. inhibition, % at 10 µM. 330,000 compounds, 0.01% hits. AID 488839, 2010;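 active = highest replicate inhibition of at least 50% and at least 75% of replicates reaching 50%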;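 note: plate controls were DMSO neutral control for no effect and GW8510 at 10 µM for full effect; many of its hits are not listed in these tables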
PKA-R1A activ: activators of PKA-R1A holoenzyme, primary screen, biochemical, fluorescence polarization, Cy5-IP20, bovine R1A, mouse PKAc; PKA-R1A dissociation; scaled: DMSO 0%, 113 µM cGMP 100%; activation, % at 11.4 µM; 340,000 compounds, 0.083% hits; AID 504707, 2011;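 active = percent activation above the mean of all tested compounds plus 3 SD, cut at about 19% in these data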;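 note: higher means more PKAc released from R1A so a rise in polarization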
Arrestin-AP2 inh: inhibitors of beta-arrestin/AP2 binding, primary screen, biochemical, GPCR trafficking, flow cytometry | FITC-arrestin peptide / GST-AP2 beads; AP2 beta2 appendage carries R879A mutation | inhibition, % at 10 µM | 340,000 compounds, 0.31% hits | AID 504490, 2011;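 active = inhibition above a set limit, near 3 SD of compounds lacking own fluorescence, cut at about 54% in these data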;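 note: plate controls were DMSO wells for no effect and 5 µM unlabelled arrestin peptide for full effect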
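system = GST-tagged AP2 beta2-adaptin appendage (R879A) on 4 µm glutathione beads | reagent = FITC-labelled arrestin peptide probe, 50 nM final | schedule = compound with beads 12 min RT, then probe 1 h RT | signal = HyperCyt-sampled flow cytometry, FL1 channel, ex 488/em 535 nm | read-out = percent response from loss of bead-bound FITC fluorescence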
NSD2 HMT inh: NSD2 histone methyltransferase inhibitors, primary screen, biochemical, AlphaScreen, single concentration, set 2. NSD2 peptide methylation, 120 min. AID 743445, 2014. 310,000 compounds, 0.54% hits. inhibition, % at 12.5 µM. Histone-lysine N-methyltransferase NSD2 (Homo sapiens), O96028; in the data active = inhibition above about 50%
Mot1-301 SUMO: yeast Mot1-301 growth rescue at high temperature, primary screen, SUMOylation pathway inhibitor project, S. cerevisiae, ATP luminescence, 38.5C. S. cerevisiae Mot1-301 growth rescue; percent above DMSO median, 100 means doubled. growth rescue, % at 18.8 µM. 320,000 compounds, 1% hits;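 active = every valid replicate shows activation above 250% relative to neutral control wells; inactive = the rest, any valid replicate at or below 250%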;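 note: OY570 slx delta 5 strain wells were the positive control but not used for scaling; some compounds called inactive have numbers as strong as hits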
dFosB activator: activators of delta FosB homodimer, primary screen, biochemical, fluorescence polarization, TAMRA-CDK5 oligo, single point; AID 493131, 2011; 340,000 compounds, 0.99% hits; activation, % at 25 µM; Protein FosB (Mus musculus), P13346; purified delta FosB; percent of positive-control signal above neutral wells;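 active = mean activation above about 17%, with every replicate also reaching it, limit read from the data, passing the limit was not always enough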;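 note: fluorescence polarization rise as delta FosB binds a TAMRA Cdk5 AP-1 oligo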
MITF TRPM1 HTS: activators of MITF-driven TRPM1 promoter reporter, primary screen, cell-based, SK-MEL-5, luciferase, single point | 300,000 compounds, 0.75% hits | activation, % at 12.5 µM | SK-MEL-5 TRPM1-promoter luciferase, 24 h; % of positive control, neutral wells = 0 | AID 588334, 2011;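 active = mean activation of at least 80% with every replicate also reaching 80%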;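 note: 0% = neutral control wells and 100% = parthenolide positive control wells; values of inactives mirror those of a sister screen read the other way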
PKA-R2B act: activators of PKA-R2B holoenzyme, primary screen, biochemical, fluorescence polarization, Cy5-IP20, human; 340,000 compounds, 0.079% hits; cAMP-dependent protein kinase catalytic subunit beta (Homo sapiens) + cAMP-dependent …; PKA-R2B holoenzyme dissociation; R2B truncated from residue 108, S112A mutant; 0% DMSO only, 100% 113 µM cGMP; AID 504700, 2011; activation, % at 11.4 µM;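 active = activation above a cutoff set at the mean over all compounds plus 3 SD, cut at about 18% in these data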;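 note: higher means more holoenzyme dissociation and a rise in polarization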
Target sequence (P31323 whole entry, looked up, other chains not shown, the tested form may be a part): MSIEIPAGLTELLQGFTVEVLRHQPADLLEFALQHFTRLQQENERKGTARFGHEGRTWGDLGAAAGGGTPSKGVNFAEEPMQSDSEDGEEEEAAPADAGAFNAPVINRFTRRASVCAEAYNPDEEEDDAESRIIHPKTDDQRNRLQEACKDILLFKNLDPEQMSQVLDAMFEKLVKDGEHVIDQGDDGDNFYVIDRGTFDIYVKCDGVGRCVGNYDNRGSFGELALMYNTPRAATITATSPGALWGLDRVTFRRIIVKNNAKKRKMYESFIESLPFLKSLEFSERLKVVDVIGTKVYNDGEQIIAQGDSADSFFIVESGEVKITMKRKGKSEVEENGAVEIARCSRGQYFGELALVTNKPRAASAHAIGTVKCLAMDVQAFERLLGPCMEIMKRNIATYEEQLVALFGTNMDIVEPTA
SR-BI DiI-HDL act: activators of SR-BI mediated DiI-HDL uptake, primary screen, ldlA[mSR-BI] CHO cells, DiI fluorescence; 3 h; 100 = double the neutral-control signal; activation, % at 12.5 µM; 320,000 compounds, 0.096% hits; AID 504775, 2011;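 active = mean replicate activation of at least 60% and every replicate at or above 60%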;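 note: 0% = median plate neutral-control signal and 100% = twice that signal; values of inactives mirror those of a sister screen read the other way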
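Test system: SR-BI-overexpressing, LDLR-lacking CHO cells; Also added: labelled HDL, 10 µg/mL; Measured by: bottom-read cell fluorescence after medium removal, ex 550/em 595 nm; Timing: 3 h uptake period with compound, 37 °C; Buffer or medium: F12, 0.5% BSA, 25 mM HEPES; Doses: single compound concentration, delivered by pin transfer.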
DSG3 Ab inh: inhibitors of pemphigus antibody binding to DSG3, primary screen, biochemical, bead-based, flow cytometry, scFv-GFP. DSG3-coupled beads, scFv-anti-DSG3-GFP binding; hits give low values. 310,000 compounds, 0.48% hits. Desmoglein-3 (Homo sapiens), P32926. binding (percent of control), % at 10 µM;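 active = binding more than 3 SD below its plate's average and above zero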;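 note: hits lower antibody fragment binding to DSG3; some compounds called inactive have numbers as strong as hits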
SR-BI HDL uptake: inhibitors of SR-BI mediated HDL lipid uptake, primary screen, ldlA[mSR-BI] cells, fluorescence, single point. Scavenger receptor class B member 1 (Mus musculus), Q61009. ldlA[mSR-BI] CHO cells, DiI-HDL uptake fluorescence, 3 h. inhibition, % at 12.5 µM. 320,000 compounds, 0.96% hits;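 active = mean replicate inhibition of at least 70% and a set share of replicates each scoring 70 or more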;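 note: 0% = median of neutral control wells and 100% = median of positive control wells; values of inactives mirror those of a sister screen read the other way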
Target sequence (Q61009 whole entry, looked up): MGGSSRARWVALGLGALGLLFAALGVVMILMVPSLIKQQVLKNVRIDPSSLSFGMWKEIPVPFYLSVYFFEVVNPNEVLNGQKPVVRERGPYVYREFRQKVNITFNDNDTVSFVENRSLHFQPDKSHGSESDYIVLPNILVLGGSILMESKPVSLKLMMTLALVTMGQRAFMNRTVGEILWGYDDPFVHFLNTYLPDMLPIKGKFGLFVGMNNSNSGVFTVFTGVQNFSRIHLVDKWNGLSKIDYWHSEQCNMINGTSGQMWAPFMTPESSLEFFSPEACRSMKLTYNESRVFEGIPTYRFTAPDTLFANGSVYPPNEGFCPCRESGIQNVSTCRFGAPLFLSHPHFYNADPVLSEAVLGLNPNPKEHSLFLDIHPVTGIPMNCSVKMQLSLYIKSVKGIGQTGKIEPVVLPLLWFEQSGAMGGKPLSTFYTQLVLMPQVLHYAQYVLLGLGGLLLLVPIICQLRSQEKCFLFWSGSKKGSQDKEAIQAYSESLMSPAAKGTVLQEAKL
Numbers without * were called inactive; . = no result given. Rows are unselected (roughly 4.7% active in at least one column).

cpd	smiles	MITF TRPM1 HTS	SR-BI HDL uptake	dFosB activator	DSG3 Ab inh	PKA-R2B act	PKA-R1A activ	SR-BI DiI-HDL act	NSD2 HMT inh	Arrestin-AP2 inh	Mot1-301 SUMO	CDK5 inh
1	CCOC(=O)Cc1csc(NC(=O)/C=C/c2ccc(OC)cc2)n1	4.9	43.7	-27.4	101.1	-0.4	7.1	-43.7	-4.2	12.8	16.0	-1.0
2	CCCCNC(=O)CSc1nc2ccsc2c(=O)n1C1CCN(C(=O)OCC)CC1	-9.1	-4.7	-10.8	96.7	-0.9	0.1	4.7	1.6	-2.7	-11.7	-1.3
3	CC(NC(=S)NCCc1ccccc1)C(c1cccs1)N1CCN(Cc2ccccc2)CC1 (centres undefined)	.	0.7	11.5	108.4	0.5	-19.5	-0.7	.	1.7	20.3	1.4
4	COc1ccccc1C(=O)NCCC(=O)N1CCN(C(C)=O)CC1	0.9	-28.0	-8.8	100.8	-0.8	2.4	28.0	0.6	61.0*	-1.7	1.0
5	O=C(Nc1ccc(C(=O)N2CCN(c3ccc(Cl)cc3)CC2)cc1)C1=CSCCO1	3.1	4.2	-7.6	100.3	-5.8	-3.6	-4.2	-2.2	7.6	-8.5	-9.2
6	O=C(O)c1nn(CC(=O)N(C2CCCCC2)C2CCCCC2)c(=O)c2ccccc12	-2.8	7.5	-15.8	99.6	-7.7	-2.4	-7.5	0.0	-2.3	15.6	1.7
7	Cc1ccc(-c2nc3ccccc3c(=O)n2NC(=S)N(C)C)cc1	-2.2	-9.6	-5.9	99.4	3.1	8.4	9.6	-1.7	-5.5	-6.6	0.5
8	Cn1c(-c2ccsc2)c(-c2cccs2)c2cc(-c3ccc4cc[nH]c4c3)ccc21	6.9	77.0*	0.4	101.9	5.8	4.1	-76.9	.	1.1	119.2	1.8
9	CCOC(=O)N1CCN(C(=O)c2ccc3nc(N4CCCCC4)sc3c2)CC1	-1.6	22.3	-8.3	99.7	-15.2	-1.7	-22.3	.	1.8	-1.4	0.8
10	Oc1ccccc1-c1nc(/C=C/c2ccccc2)nn1-c1ccccc1	23.5	54.8	0.8	97.5	4.1	-3.4	-54.8	3.7	21.2	-13.0	-0.5
11	COc1ccc(CNC(=O)COC(=O)CN2C(=O)COc3ccccc32)cc1	-12.3	-3.9	-8.3	103.1	14.1	4.4	3.9	-0.7	38.2	10.5	0.5
12	Nc1ccc2c(c1)C(O)c1ccc(Cl)cc1-2 (centres undefined)	5.2	-14.5	1.8	124.2	-2.4	8.2	14.5	7.7	20.3	.	1.3
13	CCOc1cc2c3c(c1)C1(C(=O)N3C(C)(C)CC2C)C(C#N)=C(N)N2C(=C1C#N)Nc1ccccc12 (centres undefined)	-17.7	9.5	-17.6	101.4	7.8	-8.7	-9.5	-0.6	-25.5	1.3	-0.1
14	CCN1C(=O)[C@H]2[C@@H](c3ccc(-c4ccc(Cl)c(Cl)c4)c(OC)c3)N[C@@](C)(C(=O)OC)[C@H]2C1=O	-5.9	21.7	-9.0	101.4	12.7	1.3	-21.7	.	2.4	9.0	0.7
15	Nc1nc(CN2CCN(c3ccccc3)CC2)nc(N2CCCc3ccccc32)n1	.	10.2	-15.3	110.3	4.0	5.7	-10.2	11.1	3.5	-10.4	-3.3
16	O=C(NCCCn1ccnc1)Nc1ccc2c(c1)OCO2	13.0	-23.0	4.5	103.8	3.1	1.4	23.0	1.3	7.4	-11.4	-4.0
17	CC(=O)c1c(C)[nH]c(C(=O)CSc2nc3ccccc3n2C)c1C	3.2	65.0	11.8	109.4	-10.1	9.2	-65.0	2.7	-2.3	355.4	-0.4
18	S=C(NNc1ccnc2cc(Cl)ccc12)Nc1ccccc1Cl	-17.5	89.1*	0.1	92.7	-19.2	2.0	-89.1	11.0	0.0	-11.6	5.5
19	CCN(CC)CCCn1c(C)cc2c(c1=O)C(c1ccccc1)C(C#N)=C(N)O2 (centres undefined)	-16.2	-9.3	-5.6	104.0	3.4	4.1	9.3	10.7	18.8	.	0.2
20	CN(CC(=O)NCc1ccccc1F)S(=O)(=O)c1ccc(Cl)cc1	4.4	7.1	-2.9	108.7	-5.1	-4.5	-7.1	-5.9	-2.5	6.0	0.2
21	COc1cc(-c2cc(=O)c3c(C)cc(O)cc3o2)cc(OC)c1OC	1.6	59.9	-18.6	96.6	-1.3	-4.2	-59.9	-2.2	-10.3	.	-0.9
22	Cc1nnsc1S(=O)(=O)c1ccccc1	0.4	-22.3	0.2	80.6	2.0	-7.0	22.3	-5.0	3.9	3.1	-0.5
23	COc1ccc(COC(=O)c2cccc(S(=O)(=O)N3CCCC3)c2)cc1F	-7.7	-0.4	-11.0	98.3	7.6	4.2	0.4	-2.6	25.1	-23.8	-0.1
24	COc1cccc(NC(=O)CSc2nnc(-c3cccc(OC(C)C)c3)n2N)c1	10.9	12.1	-11.7	103.2	0.0	-8.2	-12.1	0.1	9.0	42.1	-0.2
25	COc1ccc(OC)c(NC(=O)c2cccnc2)c1	0.9	-12.7	-0.5	106.7	-14.8	-6.9	12.7	.	-19.9	-3.2	-2.2
26	Cc1ccccc1C(=O)Nc1nnc(CC(=O)N/N=C/c2cn(Cc3ccccc3)c3ccccc23)s1	6.8	.	-4.0	82.5	-2.5	-0.4	.	-6.0	3.3	-0.1	1.1
27	CCCCC(=O)Nc1ccc(C(=O)NCCc2ccccc2)cc1	35.2	19.5	-4.1	94.9	-17.9	-10.9	-19.5	-3.3	9.7	-19.8	1.4
28	Cc1ccc(CNC(=O)CN2C(=O)C3(OCCCO3)c3ccccc32)cc1	-8.2	7.9	-5.7	100.4	-1.7	4.2	-7.9	-0.5	-9.5	-9.5	0.9
29	Cc1ccccc1CCNC(=O)C1CCCN(c2cnccn2)C1 (centres undefined)	4.0	2.2	-4.8	102.0	1.0	0.2	-2.2	-3.5	12.4	.	1.8
30	O=C(CO/N=C/c1ccccc1)Nc1c(F)c(F)c(F)c(F)c1F	5.0	-10.5	-3.2	102.9	-11.6	-4.9	10.5	-3.1	11.6	-15.9	-1.0
31	O=C(c1cc2ccccc2oc1=O)N(Cc1ccccc1)CC1CCCO1 (centres undefined)	2.2	-10.4	-5.3	105.0	-2.9	12.3	10.4	-0.5	3.9	1.9	-1.3
32	Cn1cc2cc(NC(N)=S)ccc2n1	9.4	.	-10.2	98.8	6.5	-2.4	.	4.3	10.2	-23.3	-0.1
33	CCOC(=O)c1cnc2c(C)c(Cl)ccc2c1N1CCN(CC)CC1	.	13.0	-15.1	102.4	2.3	-7.2	-13.0	6.9	33.6	-7.4	1.0
34	O=C(/C=C/c1ccccc1[N+](=O)[O-])N1CCN(C(=O)c2ccco2)CC1	-6.5	2.5	-7.4	113.2	-3.2	-0.8	-2.5	0.5	16.6	-11.7	0.2
35	CN(CC(=O)Nc1ccc(F)c(F)c1)S(=O)(=O)c1cccc2nsnc12	.	25.2	-0.7	108.9	3.1	0.9	-25.2	4.2	-1.9	-5.2	1.0
36	CCCn1c(NCc2ccccc2NS(=O)(=O)c2ccc(C)cc2)nc2ccccc21	-9.9	20.0	0.6	.	2.6	1.6	-20.0	-2.2	1.9	-17.5	-0.3
37	O=C(NCc1ccco1)c1ccc(N2CCCC2=O)cc1	20.3	6.3	-11.5	102.0	1.0	1.9	-6.3	1.3	13.0	12.2	-1.1
38	O=C(CCl)c1ccc(Cc2ncc(C(F)(F)F)cc2Cl)s1	-22.2	-16.2	-0.2	100.3	3.0	-4.3	16.2	2.8	-2.1	-12.4	1.3
39	COc1cc(C(C)=O)ccc1OC(=O)CN1C(=O)c2ccccc2C1=O	-1.1	23.1	2.5	111.1	-12.2	-1.8	-23.1	-2.3	13.9	-0.5	0.4
40	COc1ccc(-c2nc(SCC(=O)Nc3cc(C)on3)n[nH]2)cc1	9.8	-30.8	-7.5	105.5	2.9	1.2	30.8	-1.3	10.1	-8.6	0.3
41	C/C(=N\NC(=O)COc1ccc(C)cc1[N+](=O)[O-])c1ccc2c(c1)OCCO2	7.4	-22.1	-10.0	116.4	-9.6	-0.8	22.1	-0.2	5.8	2.5	-0.3
42	O=C(COC(=O)c1c2c(nc3ccccc13)CCCCC2)NCc1ccc2c(c1)OCO2	2.1	39.9	-3.1	104.2	0.4	-1.2	-39.9	-3.3	1.5	18.0	1.9
43	C=CCn1c(SCc2nc3ccccc3[nH]2)nnc1-c1ccc(OC)cc1	-12.6	23.5	-12.0	100.7	-2.9	-10.7	-23.5	-3.4	-7.4	-10.0	-2.3
44	CCOC(=O)N1CCN(C(=O)CN(C2CCCCC2)S(C)(=O)=O)CC1	-3.9	-38.3	0.3	80.7	3.2	-5.2	38.3	-0.8	0.7	-3.5	-1.0
45	CCN=C1SC(C(=O)Nc2cccc(Cl)c2)CC(=O)N1CC (centres undefined)	-3.4	53.8	2.8	99.4	5.9	1.0	-53.8	-2.4	12.7	-0.8	2.3
